From PubChem BioAssay
S1P4 ag: agonists of human S1P4 receptor | O95977 | S1P4-expressing cell line, agonist reporter assay | activation, % at 4.98 µM | hit rate 0.35% among 220,000 | AID 1509; in the data active = activation above about 11%;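 note: 0% = DMSO vehicle and 100% = reference agonist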
eIF4E 4G PPI: inhibitors of eIF4E and eIF4G interaction in translation initiation. hit rate 0.37% among 220,000. inhibition, % at 21.7 µM. TR-FRET eIF4E-eIF4GI(517-606) binding, 2 h. P63073+Q04637;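 active = inhibition above about 30%, limit read from the data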;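 note: 0% = full FRET control wells and 100% = background wells lacking eIF4GI fragment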
BaF3 tox: parental Ba/F3 viability inhibition as JAK2V617F counter-screen; CellTiter-Glo ATP luminescence; inhibition, % at 5.6 µM; hit rate 1.1% among 220,000; AID 1486;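 active = inhibition above a per-campaign cutoff, the mean inhibition of all tested compounds plus 3 SD, cut at about 27% in these data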;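 note: 0% = DMSO wells and 100% = JAK Inhibitor I control wells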
Mdm2 ligase inh: Mdm2 E3 ligase (human) inhibition; signal enhancement, % at 5 µM; Q00987; hit rate 0.11% among 210,000; cell-based MDM2 ubiquitination luciferase reporter, 2 h; 0 = plate control, 100 = twice control, blank-subtracted;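 active = signal enhancement of 30% or more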;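 note: luminescence tracks abundance of the self-degrading MDM2-luciferase fusion protein; higher signal means inhibition of MDM2 E3 ligase activity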
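Material: stable MDM2–luciferase fusion reporter cells / Quantity: 2000 cells/well / Dosing: single 5 µM compound dose, 0.2% final DMSO / Buffer or medium: DMEM / Schedule: 4 h cell settling then 2 h compound exposure, 37 °C / Detection: luminescence with SteadyLite reagent, 15 min at room temperature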
Wee1 stabilizer: human Wee1 degradation inhibition, primary screen. P30291. HeLa Luc-Wee1K328M stability, luciferase luminescence; 100% = proteasome inhibitor MG132 effect. reporter increase, % at 5 µM. hit rate 1.2% among 220,000. AID 1321;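 active = activation above the mean of all tested compounds plus 3 SD, set per screening run, cut at about 8.8% in these data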;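 note: cells exposed to compound for 20 h before luminescence read; 0% = DMSO alone and 100% = MG132 at 30 µM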
S1P4 antagonist: blocks the human S1P4 receptor; O95977; S1P4-expressing cells, antagonist mode, reporter read-out; inhibition, % at 4.98 µM; hit rate 0.26% among 220,000; AID 1510; in the data active = inhibition above about 29%;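 note: 0% = wells stimulated with agonist and 100% = vehicle wells without agonist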
NPY-Y2 PAM-ag: potentiators or agonists of human neuropeptide Y receptor Y2; P49146; AID 1359; cells expressing NPY-Y2, potentiator/agonist read-out; hit rate 0.45% among 220,000; activation, % at 3.6 µM; in the data active = activation above about 27%;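 note: cells stimulated with NPY near EC25 plus isoproterenol at EC100; 0% = vehicle plus submaximal agonist and 100% = vehicle plus saturating agonist; some results beyond the cut were filed as inactive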
Ba/F3 V617F tox: reduce viability of Ba/F3 cells dependent on JAK2V617F. Ba/F3 EpoR-JAK2V617F viability, ATP luminescence. inhibition, % at 5.6 µM. hit rate 1.1% among 220,000. AID 1446;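 active = inhibition above the campaign mean plus 3 SD over all tested compounds, cut at about 24% in these data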;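 note: cytokine-independent growth of Ba/F3 cells driven by EpoR plus mutant JAK2; 0% = DMSO-treated cells and 100% = JAK inhibitor I control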
PERK inhibitor: blocks human PERK kinase; Q9NZJ5; CHO PERK-DD fusion, SEAP luminescence translation reporter; inhibition, % at 5.6 µM; hit rate 0.17% among 220,000; AID 1416;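 active = inhibition above the mean inhibition of all tested compounds plus 3 SD, set separately per screening campaign, cut at about 2.9% in these data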;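 note: PERK kinase domain activated by AP20187 dimerizer at 100 nM; 0% = DMSO with dimerizer and 100% = rapamycin at 8.4 µM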
* hit, by the source's call; · = no result given; [ ] = remark or other dose. Compounds were not picked by outcome (roughly 4.1% active in at least one column).

SMILES	S1P4 ag	eIF4E 4G PPI	BaF3 tox	Mdm2 ligase inh	Wee1 stabilizer	S1P4 antagonist	NPY-Y2 PAM-ag	Ba/F3 V617F tox	PERK inhibitor
COCCn1c(-c2ccc(OC)cc2)nc2oc3cc(OC)ccc3c(=O)c2c1=O	0.5	15[fluorescence artefact?]	4	-5	2	-16	-2	0	0.7
Oc1ccc(/C=N/N(Cc2ccccc2)c2ccccc2)cc1	2.3	2	3	0	1	13	14	0	0.8
COc1c[nH]n(C2CCCCC2)c(=O)c1=O	1.2	-1	5	3	-4	-7	14	-3	1.3
Cc1ccccc1OCc1nc(C#N)c(N2CCCC2)o1	-1.0	3	-1	9	0	-6	-6	-5	0.5
COC(=O)Cn1c(=NC(=O)c2ccc(Cl)s2)sc2cc(C)ccc21	0.0	0	1	-7	1	-17	7	1	-0.6
Cc1occc(=O)c1O	1.3	0	6	·	-3	-17	-1	-4	1.2
CC1(C)CC(=O)C2=C(C1)N(Cc1ccco1)C(=O)C2(NC(=O)c1cccnc1)C(F)(F)F (centres undefined)	0.7	2	2	14	0	-3	11	-2	0.5
O=c1oc2cc(Oc3ccc(C(F)(F)F)cc3[N+](=O)[O-])ccc2c2c1CCC2	0.3	1	0	-8	1	-18	1	-2	0.7
COc1cc(NC(=S)N2CCCC(C)C2)cc(OC)c1OC (centres undefined)	0.0	-11	3	-21	-3	3	12	0	2.1
COc1ccc(NC(=O)C2OC3OC(C)(C)OC3C3OC(C)(C)OC23)cc1 (centres undefined)	-1.6	3	4	11	1	-4	10	-3	1.5
Cc1cccc(N2CCN(C(=O)c3cccc(S(=O)(=O)N4CCc5ccccc5C4)c3)CC2C)c1 (centres undefined)	0.8	0	6	-9	1	-13	11	2	-0.7
COc1ccc(N2CCN(CCNC(=O)CCS(=O)(=O)c3cccc4nsnc34)CC2)cc1	0.3	3	3	6	3	4	4	-1	-1.1
CC1=C([N+](=O)[O-])C(c2ccccc2)C2=C(N1)c1ccccc1C2=O (centres undefined)	2.2	-4[fluorescence artefact?]	71*	-12	4	-2	18	77*	-0.9
C(#Cc1ccccc1)C[N+]1(CC#Cc2cccc3ccccc23)CCOCC1	1.7	1	50*	-8	0	-5	-9	56*	-0.6
Cc1ccc(Oc2nnc(-c3cccs3)c3ccccc23)cc1C	0.5	13	4	1	8	-11	-2	-2	0.4
CCc1nnc(NC(=O)C(CC)c2ccccc2)s1 (centres undefined)	0.5	-6	0	-3	-3	-7	5	-3	-1.0
Cc1ccc(CNC(=O)CCCC(=O)O)cc1	-2.2	9	0	-4	-3	-6	0	-3	0.7
c1ccc(-n2ncc3c2ncn2c(C4CCCCC4)nnc32)cc1	1.0	-1	97*	-29	-1	-14	23	6	1.1
CC(=O)NCCCc1nc2ccccc2n1Cc1ccccc1F	-2.2	0	3	-7	-1	-3	-13	2	-0.3
Cn1c(Cn2c(=O)sc3ccccc32)nnc1SCC(=O)NC1CCCCC1	0.2	-1	8	-11	0	-9	2	4	0.3
N/C(COc1ccc(C(=O)O)cc1)=N\O	2.7	1	4	-13	-1	-5	11	0	2.7
CCOC(=O)N1CCC(NC(=O)C2=CCN(S(=O)(=O)c3ccc(F)cc3)CC2)CC1	-0.1	-6	-1	9	0	-8	-16	-4	-1.1
Cc1ccc(NC(=O)CN2CCc3ccccc3C2)cc1F	0.4	7	2	-10	3	-2	6	-4	0.1
O=C(NC1CCCC1)C(c1ccc(O)cc1)N(CC1CCCO1)C(=O)C1COc2ccccc2O1 (centres undefined)	1.3	·	1	-7	2	9	-13	-5	-0.5
Cc1ccc(Nc2nc(C)cc(C)c2C(N)=O)cc1	-2.3	1[fluorescence artefact?]	-3	-9	2	-9	1	-1	-0.4
CCN(CC)S(=O)(=O)c1ccc(-c2nnc(SCc3nnc(-c4ccc(C)cc4)o3)n2CC)cc1	-1.1	·	1	4	-3	-7	8	-3	-0.8
OC1(c2cccnc2)CCN(Cc2nnnn2C2CCCCC2)CC1	-1.9	6	2	-6	-1	7	4	-2	1.6
CN(C)c1nc(OCCNC(=O)Nc2ccccc2)nc(N2CCCCC2)n1	1.9	2	1	-8	-2	-2	13	0	-0.8
COc1ccc2cc(-c3cc(C(=O)OCC(=O)NC4CCS(=O)(=O)C4)c4ccccc4n3)ccc2c1 (centres undefined)	-1.3	11	8	-32	2	2	-7	1	-0.3
CC1CN(C(=O)/C=C/c2ccc3c(c2)OCO3)CC(C)O1 (centres undefined)	0.3	1	2	-5	-1	4	3	3	0.3

Entries of single compounds from above. Values in the order: S1P4 ag	eIF4E 4G PPI	BaF3 tox	Mdm2 ligase inh	Wee1 stabilizer	S1P4 antagonist	NPY-Y2 PAM-ag	Ba/F3 V617F tox	PERK inhibitor
Shown for `CCN(CC)S(=O)(=O)c1ccc(-c2nnc(SCc3nnc(-c4ccc(C)cc4)o3)n2CC)cc1` → -1.1	·	1	4	-3	-7	8	-3	-0.8
Shown for `CC1CN(C(=O)/C=C/c2ccc3c(c2)OCO3)CC(C)O1` (centres undefined) → 0.3	1	2	-5	-1	4	3	3	0.3

(continued)
SMILES	S1P4 ag	eIF4E 4G PPI	BaF3 tox	Mdm2 ligase inh	Wee1 stabilizer	S1P4 antagonist	NPY-Y2 PAM-ag	Ba/F3 V617F tox	PERK inhibitor
Nc1c(-c2ccccc2)c(CN2CCOCC2)nn1-c1ccc(C(=O)O)cc1	-1.4	3	1	-3	-1	-2	-5	2	-0.4
COc1ccc2[nH]cc(C(=O)CN3CCN(C4CCCCC4)CC3)c2c1	-1.0	-8	3	0	3	-25	-6	-2	-0.6
CC(C)NC(=O)NC(=O)CSc1nnc(-c2ccccc2F)n1N	0.0	-4	-2	0	-2	-16	-9	-2	-0.1
COc1ccc(Oc2nc(-c3ccncc3)nc3ccccc23)cc1	-0.5	0	-2	-6	0	-1	1	1	0.4
Cn1c(=O)c2c(nc(Sc3nc4ccccc4n3CC(=O)N3CCCCC3)n2C)n(C)c1=O	0.7	3	6	-14	-1	-14	-5	-3	0.2
CCCC(=O)Nc1sc(C)c(C)c1C#N	0.5	0	4	10	2	-22	3	-4	0.6
CC1CN(c2nnnn2-c2ccccc2)CC(C)O1 (centres undefined)	-1.2	-7	1	-36	0	-9	-3	-6	0.7
CCCn1nc(C(=O)OCC(=O)c2ccccc2)c2ccccc2c1=O	2.6	-1	6	4	0	-7	4	-1	0.8
Cc1cc(C)cc(C(=O)Nc2ccc(N3CCCC3)cc2)c1	0.5	14	3	-35	8	-15	3	1	0.1
O=C(COC(=O)c1cccnc1Cl)c1ccc(Cl)cc1Cl	0.5	-7	3	-5	1	-46	-6	-6	1.4
CCOC(=O)C1=C(C)NC(=O)NC1C (centres undefined)	-0.1	1[fluorescence artefact?]	8	8	0	-16	6	-1	0.8
COc1cc(/C=N/NC(=O)CC2(C)OCCCO2)ccc1OCc1ccc(Cl)cc1Cl	-0.4	9	0	2	-1	-16	0	-1	-0.2
CCN1CCN(CCNC(=O)CSCc2nc(-c3ccc(OC)c(OC)c3)oc2C)CC1	2.5	-1	5	-17	-2	-17	6	-4	-0.5
COc1ccccc1-c1nn2c(=O)cc(C)nc2s1	-0.3	1	3	-3	0	-2	12	-4	0.2
CC(C)c1ccc(/C=N/Nc2cc(N3CCOCC3)nc(N3CCOCC3)n2)cc1	1.5	2	4	-6	1	-21	4	0	-0.2

Molecules from the list above that have a thiophene ring, fused or not, in the order listed:
SMILES	S1P4 ag	eIF4E 4G PPI	BaF3 tox	Mdm2 ligase inh	Wee1 stabilizer	S1P4 antagonist	NPY-Y2 PAM-ag	Ba/F3 V617F tox	PERK inhibitor
COC(=O)Cn1c(=NC(=O)c2ccc(Cl)s2)sc2cc(C)ccc21	0.0	0	1	-7	1	-17	7	1	-0.6
Cc1ccc(Oc2nnc(-c3cccs3)c3ccccc23)cc1C	0.5	13	4	1	8	-11	-2	-2	0.4
CCCC(=O)Nc1sc(C)c(C)c1C#N	0.5	0	4	10	2	-22	3	-4	0.6

Next section
SMILES	S1P4 ag	eIF4E 4G PPI	BaF3 tox	Mdm2 ligase inh	Wee1 stabilizer	S1P4 antagonist	NPY-Y2 PAM-ag	Ba/F3 V617F tox	PERK inhibitor
CCOC(=O)c1ccc(NC(=S)NC2CCCC2)cc1	-0.7	-5[fluorescence artefact?]	10	-4	-2	-4	4	1	0.0
C=CCn1c(CSCc2ccccc2)nnc1SCC(=O)N1CCN(c2ccccc2)CC1	1.9	4[fluorescence artefact?]	5	-17	1	-24	8	0	-0.4
O=C(NC(=S)Nc1cccc2ncccc12)c1ccco1	-1.0	-1	3	-14	2	-9	2	0	0.7
CCSc1nnc(CNc2ccc(F)cc2)n1CC1CCCO1 (centres undefined)	1.7	-1	5	-1	-2	-5	13	-1	0.9
CCOc1ccc2nc(NC(=O)CSC3=NCCS3)sc2c1	-1.7	1	2	-8	3	-3	-11	5	-1.7
O=C(CSC1=N/C(=C/c2ccc(Cl)c(Cl)c2)C(=O)N1c1ccccc1F)NC1CC1	-0.9	1	10	2	-3	-1	3	0	0.6
O=C(NCC(c1cccnc1)N1CCN(c2ccc(F)cc2)CC1)c1ccc(F)cc1 (centres undefined)	0.7	-4	8	-13	-2	-5	7	-1	-0.4
COc1cc(C(=O)NCc2nnc(SCC(=O)N3CCC(C)CC3)o2)cc(OC)c1OC	-4.2	9[fluorescence artefact?]	4	-21	-2	-7	2	-2	-0.5
O=C(O)CNC(=O)c1ccc(N2CCOCC2)cc1[N+](=O)[O-]	0.8	0	6	-7	2	-5	-7	0	0.1
COc1ccc(C(C)=O)cc1COC(=O)CNC(=O)c1ccccc1F	0.0	3[fluorescence artefact?]	4	·	0	0	5	-4	-0.3
Cc1ccc2oc(=O)cc(CN3CCN(C/C=C/c4ccccc4)CC3)c2c1	-0.5	-5	0	0	-1	12	-41	0	-0.7
CCCCc1ccc(-c2ccc(C)cc2O)nc1	1.1	-18[fluorescence artefact?]	3	-67	1	-16	-9	2	1.4
CN(C)C(CNC(=S)Nc1ccccc1)c1cccnc1 (centres undefined)	-0.4	1	3	4	0	-9	5	-3	0.4
Cc1cc(C)c2c(=O)[nH]c(SCC(=O)Nc3ccccc3)nc2n1	-0.2	1	3	-24	2	5	-8	-1	0.6
O=C(Nc1nc(-c2ccccn2)cs1)C1CC(=O)N(c2ccc3c(c2)OCCO3)C1 (centres undefined)	1.1	18[fluorescence artefact?]	8	3	-4	-11	2	-2	-0.3
CC(C)N(Cc1nc(-c2ccc(Cl)cc2)no1)C(=O)c1cccs1	2.0	-3	2	-9	-1	1	-26	-1	-0.4
COc1ccccc1CNC(=O)C1CCC(CNc2c(N3CCCCC3)c(=O)c2=O)CC1 (centres undefined)	-1.6	2	1	-3	-3	-6	9	0	-0.2

Some of the entries so far, with each value named:
> COc1ccccc1CNC(=O)C1CCC(CNc2c(N3CCCCC3)c(=O)c2=O)CC1 (centres undefined)
  S1P4 ag: -1.6 | eIF4E 4G PPI: 2 | BaF3 tox: 1 | Mdm2 ligase inh: -3 | Wee1 stabilizer: -3 | S1P4 antagonist: -6 | NPY-Y2 PAM-ag: 9 | Ba/F3 V617F tox: 0 | PERK inhibitor: -0.2

> COc1ccc(C(C)=O)cc1COC(=O)CNC(=O)c1ccccc1F
  S1P4 ag: 0.0 | eIF4E 4G PPI: 3[fluorescence artefact?] | BaF3 tox: 4 | Mdm2 ligase inh: · | Wee1 stabilizer: 0 | S1P4 antagonist: 0 | NPY-Y2 PAM-ag: 5 | Ba/F3 V617F tox: -4 | PERK inhibitor: -0.3
